# CD11b adhes enh: enhancers of CD11b/CD18 adhesion to fibrinogen, primary screen, K562 cells, luminescence | Integrin beta-2 (Homo sapiens) + Integrin alpha-M (Homo sapiens), P05107+P11215 | ATPlite luminescence | activation, % at 10 µM | 93,000 tested, 0.07% active | AID 1499, 2009;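 active = 10 µM primary screen giving 50% or more activity, confirmed by 40% or more on retest at that dose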; also: strong numbers were not always called active
# ERa coact pot: enhancers of ERα–SRC-1 coactivator binding, primary screen, biochemical, TR-FRET, ERα LBD, low estradiol. Estrogen receptor (Homo sapiens), P03372. TR-FRET ERalpha-LBD/SRC-Cy5 coactivator binding, 2 h; 100 = basal binding, no effect. coactivator binding (% of control), % at 25.6 µM. 86,000 tested, 1.3% active; in the data active = activity above about 200%;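 also: binding measured in presence of low estradiol as agonist stimulus; 0% = peptide alone without receptor and 100% = receptor with peptide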
# Target sequence (P03372 whole entry, looked up, the tested form may be a part): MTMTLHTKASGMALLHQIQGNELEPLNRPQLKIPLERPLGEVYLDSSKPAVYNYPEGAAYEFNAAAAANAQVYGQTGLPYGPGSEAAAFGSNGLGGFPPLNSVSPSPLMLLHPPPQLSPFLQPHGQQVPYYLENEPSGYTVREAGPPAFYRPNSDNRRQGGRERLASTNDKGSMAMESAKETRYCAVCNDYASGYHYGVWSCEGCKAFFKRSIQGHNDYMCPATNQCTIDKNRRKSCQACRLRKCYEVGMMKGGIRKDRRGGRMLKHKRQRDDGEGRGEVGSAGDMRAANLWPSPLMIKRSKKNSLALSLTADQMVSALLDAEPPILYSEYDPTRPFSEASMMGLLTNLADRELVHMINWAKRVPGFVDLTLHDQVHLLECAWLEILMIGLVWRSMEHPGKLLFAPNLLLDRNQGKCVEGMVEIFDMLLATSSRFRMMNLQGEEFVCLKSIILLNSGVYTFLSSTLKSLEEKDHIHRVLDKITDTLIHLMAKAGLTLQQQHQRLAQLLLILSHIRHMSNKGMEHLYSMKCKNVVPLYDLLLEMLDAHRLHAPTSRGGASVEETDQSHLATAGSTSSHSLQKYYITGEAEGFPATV
# PLK1 inh: human PLK1 kinase inhibitors, primary screen, biochemical, TR-FRET | recombinant PLK1 kinase, TR-FRET peptide phosphorylation | inhibition, % at 10 µM | 97,000 tested, 0.53% active | AID 619, 2007;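 active = inhibition of 50% or more in the single-concentration screen; inactive = inhibition below 50%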;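 also: 0% = DMSO max control and 100% = H-89 dihydrochloride min control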
# PLK1 PBD inh: Plk1 polo box domain binding inhibitors, primary screen, biochemical, fluorescence polarization; inhibition, %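 (tested at about 20 µM)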; AID 693, 2007; Plk1 PBD phosphopeptide binding; 97,000 tested, 0.13% active; Serine/threonine-protein kinase PLK1 (Homo sapiens), P53350; in the data active = inhibition above about 34%, passing the limit was not always enough
# Rev-RRE block: HIV-1 Rev-RRE binding inhibitors, primary screen, biochemical, FRET, protein-RNA interaction | Rev peptide-RRE RNA binding | inhibition, % at 8 µM | 97,000 tested, 0.79% active | AID 704, 2007;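 active = inhibition above the screen-wide mean plus 3 SD, cut at about 35% in these data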;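 also: 0% = median DMSO wells and 100% = median Neomycin B control wells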
# Target sequence (P05866 whole entry, looked up): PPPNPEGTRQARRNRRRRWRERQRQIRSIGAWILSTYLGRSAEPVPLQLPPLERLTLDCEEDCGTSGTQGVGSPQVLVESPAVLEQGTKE
#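 Test system: Cy5-tagged RRE RNA duplex with fluorescein-tagged Rev peptide; Probe or stimulus: labelled Rev peptide; Schedule: 5 min preincubation and 15 min binding, 25 °C; Signal: FRET fluorescence readout; Evaluation: % inhibition from 671/540 nm acceptor-to-donor ratio, scaled between controls; Control set: DMSO and neomycin B.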
# ERa coact inh: ERα–SRC-1 coactivator interaction inhibitors, primary screen, biochemical, TR-FRET, ERα LBD, estradiol-bound; TR-FRET ER-alpha LBD / SRC-1 peptide; inhibition, % at 25.6 µM; 86,000 tested, 1.7% active; in the data active = inhibition above about 50%;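 also: 0% = receptor plus peptide control and 100% = peptide only without receptor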
# Mac1 fbg inh: inhibitors of CD11b/CD18 adhesion to fibrinogen, primary screen, K562 cells, luminescence | ATPlite luminescence; Mn2+ added to activate the integrin | inhibition, % at 10 µM | AID 1497, 2009 | 93,000 tested, 0.54% active;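 active = primary inhibition of 50% or more at 10 µM, then 40% or more on retest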; also: some results filed as inactive read as strong as hits
# ERb SRC1 inh: inhibitors of ERβ-SRC1 coactivator interaction, primary screen, biochemical, TR-FRET, ERβ LBD, SRC-1 peptide | Estrogen receptor beta (Homo sapiens), Q92731 | TR-FRET ER-beta LBD / SRC1-Cy5 peptide binding; receptor agonist-loaded with 1 µM estradiol | inhibition, % at 25.6 µM | 86,000 tested, 1.3% active | AID 633, 2007;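 active = compounds whose percent inhibition of the receptor-coactivator binding signal exceeds about 50% in the single-dose screen, limit read from the data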;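 also: 0% = receptor plus peptide wells without compound and 100% = peptide-only wells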
# FAK inh: FAK kinase inhibitors, primary screen, biochemical. 97,000 tested, 0.84% active. inhibition, %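 (tested at 7 µM)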. AID 727, 2007. Focal adhesion kinase 1 (Homo sapiens), Q05397. biochemical FAK kinase activity assay; in the data active = inhibition above about 19%;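 also: 0% = DMSO and 100% = reference compound high control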
# An asterisk follows results filed as active; . = not tested or not shown; [ ] = another dose, or the depositor's remark.
SMILES,CD11b adhes enh,ERa coact pot,PLK1 inh,PLK1 PBD inh,Rev-RRE block,ERa coact inh,Mac1 fbg inh,ERb SRC1 inh,FAK inh
O=C(CCc1ccccc1)Nc1nc2nc(-c3ccccc3)cc(=O)n2[nH]1,1,115,-12,19,5,-1,-18,-4,-2
CCOC(=O)C1CCCN(c2c(NCCN(CC)c3ccccc3)c(=O)c2=O)C1 (stereo not drawn),2,105,2,4,-1,-8,-4,15,-4
Clc1ccccc1CSc1nnc(-c2ccncc2)o1,1,94[fluorescence artefact?],6,3,0,-5,5,-13,2
CCCn1c(SCC(=O)Nc2ccc3c(c2)OCCO3)nnc1-c1ccco1,-2,.,-17,-8,4,.,-12,.,1
Cn1c(=O)n(C)c2cc(S(=O)(=O)NCCO)ccc21,-3,78,-3,16,2,8,5,19,2
Cc1noc(/C=C/c2ccc(-c3ccccc3Cl)o2)c1[N+](=O)[O-],12,135,-13,-157,103*[fluorescence artefact?],0[fluorescence artefact?],-2,39,2
CCCCCn1c(NCc2ccco2)nc2ccccc21,1,90,-15,-4,13,4,4,-8,-1
COC(=O)c1c(NC(=O)CSc2ncnc3c2cnn3-c2ccccc2Cl)sc2c1CCCC2,.,168,-12,0,15,-6,.,2,1
Cc1cc(=O)n(C)c(=O)n1CC(=O)N1CCCCCC1,.,99,-4,-6,4,-6,.,-11[fluorescence artefact?],1
O=C(CCN1CCCCCC1)Nc1ccccc1F,.,115,-10,-9,4,1,.,0,3
CC(=O)c1cccc(NC(=O)c2ccc(NS(=O)(=O)c3c(C)noc3C)cc2)c1,0,.,1,9,5,.,-17,.,1
CC1CCCCN1CCNC(=O)C1CC(=O)N(c2ccc(F)c(Cl)c2)C1 (stereo not drawn),4,.,-3,10,-2,.,-42,.,-4
O=C(COC(=O)c1ccccc1Nc1ccc(SC(F)F)cc1)NCc1ccco1,.,.,-6,-10,15,.,.,.,1
N#Cc1ccc(-c2nnnn2-c2ccc3c(c2)OCO3)cc1,0,84,-1,-28,4,12,-11,21[fluorescence artefact?],4
COc1ccc(N(CC(=O)NC2CCCCC2)C(=O)CCCC(=O)Nc2ccccn2)c(OC)c1,-5,117[fluorescence artefact?],.,.,.,-2[fluorescence artefact?],-7,2[fluorescence artefact?],.
Cc1nn2c3ccccc3n(C)c2nc1=O,.,104,-10,10,4,-8,.,-9,-1
O=C(O)C(=O)/C(=C\c1cccc2ccccc12)c1ccc2ccccc2n1,-6,78[fluorescence artefact?],-3,-14,89*[fluorescence artefact?],2,6,-4,-2
Cc1cc(C)c2cc(CN(Cc3ccc4c(c3)OCO4)Cc3nnnn3Cc3ccco3)c(=O)[nH]c2c1,34,.,-8,-17,10,.,-2,.,5
Cc1cc(C(=O)CSc2nc(N)cc(N)n2)c(C)n1CCc1ccc(F)cc1,11,108,-10,-2,-4,5,23,6[fluorescence artefact?],-2
Cc1nc2c3c(-c4ccccc4)c(-c4ccccc4)oc3ncn2n1,0,128,.,.,.,3[fluorescence artefact?],-8,-3[fluorescence artefact?],.
O=C(Cn1cccc1)N1CCN(C(c2ccccc2)c2ccccc2)CC1,.,88,-12,-19,-1,-20,.,-27[fluorescence artefact?],-1
COc1cccc(-n2ccnc2SCC(=O)N2CCc3ccccc32)c1,.,102,-9,0,0,-2,.,0,-1
O=C(OCCN1C(=O)c2ccccc2C1=O)c1cccc(OC(F)F)c1,-3,126,0,-16,10,3,-2,3,0
O=C(O)CCSc1nnc(-c2ccc3c(c2)OCO3)o1,-1,118,-3,12,2,-2,19,-5,-3
O=C(Nc1ccc2c(c1)OCCO2)C1CCN(S(=O)(=O)Cc2ccccc2)CC1,-2,106,10,-7,8,-3,-8,-7,5
CN1CCN(Cc2oc(CO)cc(=O)c2O)CC1,-3,.,-10,-32,7,.,-4,.,-1
COC(=O)C1C2C=CC3(CN(C(C)c4ccc(OC)cc4)C(=O)C13)O2 (stereo not drawn),-1,116,.,.,.,3,0,-7,.
CC1Oc2ccccc2N(CC(=O)c2ccccc2)C1=O (stereo not drawn),-1,80,-10,-11,7,10,6,19,-1
Cc1cc2n(n1)C(c1cn(-c3ccccc3)nc1C)Nc1ccccc1-2 (stereo not drawn),7,115,-7,-10,14,-2,41,-3,-6
CC(=O)N(c1ccc(C(C)C)cc1)C1C=CS(=O)(=O)C1 (stereo not drawn),-2,90,-9,24,7,-1,11,0,-5
Cc1nc2c(-c3ccccc3)c(C)nn2c(C)c1CC(=O)O,-1,121[fluorescence artefact?],-5,-12,5,1[fluorescence artefact?],-17,4,-2
Cc1ccccc1NC1(C#N)C(=O)Nc2ccccc21 (stereo not drawn),-1,97,-7,16,8,2,-7,4,-2
CC(C)=CCC/C(C)=C/CC(C)(C)CNCCN1CCNCC1,.,125,-2,-3,-1,0,.,-15[fluorescence artefact?],2
Cn1cnc2c1c(=O)n(Cc1c(Cl)cccc1Cl)c(=O)n2C,-6,113,-12,-1,5,-10,8,-2,0
O=C(CC1CC2CCC1C2)OCC(=O)c1c[nH]c2ccccc12 (stereo not drawn),8,106,-8,-1,14,4,17,8,-3
O=C(NCc1ccncc1)c1ccc(Cn2cc(C(F)(F)F)ccc2=O)cc1,.,.,-14,-8,3,.,.,.,7
CCCC12CN3CC(C)(CN(C1)C3c1ccc3c(c1)OCO3)C2=O (stereo not drawn),0,100,-6,-18,-2,26,5,9,-2
CCOC(=O)N1CCN(C(=O)NC2CCCCC2)CC1,.,100,-8,3,8,-10,.,-10,3
Cc1ccc(-c2nnc(C)c(N3CC(C)OC(C)C3)n2)cc1 (stereo not drawn),.,.,-13,-13,5,.,.,.,1
Cc1ccc(N2CC(C(=O)Nc3ccccc3C(=O)NC3CCCCC3)CC2=O)cc1C (stereo not drawn),.,91,-13,-13,8,13,.,30,-1

# 3 compounds from above, ordered by their value in Mac1 fbg inh, high to low:
SMILES | CD11b adhes enh | ERa coact pot | PLK1 inh | PLK1 PBD inh | Rev-RRE block | ERa coact inh | Mac1 fbg inh | ERb SRC1 inh | FAK inh
O=C(CC1CC2CCC1C2)OCC(=O)c1c[nH]c2ccccc12 (stereo not drawn) | 8 | 106 | -8 | -1 | 14 | 4 | 17 | 8 | -3
Cn1cnc2c1c(=O)n(Cc1c(Cl)cccc1Cl)c(=O)n2C | -6 | 113 | -12 | -1 | 5 | -10 | 8 | -2 | 0
CCCC12CN3CC(C)(CN(C1)C3c1ccc3c(c1)OCO3)C2=O (stereo not drawn) | 0 | 100 | -6 | -18 | -2 | 26 | 5 | 9 | -2

# Remaining list, next part:
SMILES,CD11b adhes enh,ERa coact pot,PLK1 inh,PLK1 PBD inh,Rev-RRE block,ERa coact inh,Mac1 fbg inh,ERb SRC1 inh,FAK inh
Cc1ccc(C)c(OCCOCCN2CCOCC2)c1,2,75[fluorescence artefact?],5,-1,3,2,4,3,-2
Cc1cc([N+](=O)[O-])c(NC2CCCCC2)c([N+](=O)[O-])c1,.,.,-4,13,21,.,.,.,0
COc1ccc(CC(=O)NCc2ccco2)cc1OC,-4,107,-6,5,10,0,-4,0,0
CC(C)C(c1nnnn1C1CCCCC1)N1CCCc2ccccc21 (stereo not drawn),.,107,-11,-1,14,3,.,-8,0
O=S(=O)(c1ccccc1)N1CCN(c2cc(-c3ccccc3)nc3ncnn23)CC1,.,128,-9,-26,10,13,.,15,-4
CSc1ccc(-c2c(C#N)c(N)nc3c2CCCC3)cc1,24,93,-51,-4,7,17,-12,9[fluorescence artefact?],1
O=C(CSc1cn(Cc2ccccc2)c2ccccc12)Nc1nccs1,3,133,-6,-13,3,3,9,-1,5
C(/C=C/c1ccco1)=N/N1CCN(c2ccccc2)CC1,2,106[fluorescence artefact?],-6,42,-4,-6[fluorescence artefact?],8,6,0
Cc1ccc(CNc2nc3ccccc3n3cnnc23)cc1,-2,.,4,6,5,.,10,.,-3
Cc1cc(C)n(-c2nc(C)nc(NCc3ccccc3)n2)n1,-4,166[fluorescence artefact?],-11,-7,4,-4,-16,-9,0
O=C(Nc1nc(-c2ccc(S(=O)(=O)N3CCCC3)cc2)cs1)c1cccs1,0,324*[fluorescence artefact?],1,13,1,-31[fluorescence artefact?],53,-11[fluorescence artefact?],-1
CC(=O)Nc1nonc1-c1nc2ccccc2n1N(C(C)=O)C(C)=O,-1,22[fluorescence artefact?],-2,1,24,86*[fluorescence artefact?],19,76*,9
O=C(CCNC(=O)Cn1ccc2ccccc2c1=O)NCCN1CCN(c2cccc(Cl)c2)CC1,-3,98,-1,5,6,-4,2,-4,-2
CCCCNC(=O)c1cc2c(=O)n3cccc(C)c3nc2n(Cc2ccccc2)c1=N,-10,82[fluorescence artefact?],.,.,.,8,1,2[fluorescence artefact?],.
O=C(Cn1c(=O)oc2ccccc21)NCc1ccco1,-5,.,-5,9,6,.,-6,.,0
O=C(CCCc1cccs1)N1CCN(S(=O)(=O)c2ccccc2Br)CC1,-4,84,-3,-8,5,-7,10,-4,-2

# 3 records picked at random from those above, as already listed:
SMILES,CD11b adhes enh,ERa coact pot,PLK1 inh,PLK1 PBD inh,Rev-RRE block,ERa coact inh,Mac1 fbg inh,ERb SRC1 inh,FAK inh
COC(=O)c1c(NC(=O)CSc2ncnc3c2cnn3-c2ccccc2Cl)sc2c1CCCC2,.,168,-12,0,15,-6,.,2,1
O=C(CSc1cn(Cc2ccccc2)c2ccccc12)Nc1nccs1,3,133,-6,-13,3,3,9,-1,5
Cc1cc(C)n(-c2nc(C)nc(NCc3ccccc3)n2)n1,-4,166[fluorescence artefact?],-11,-7,4,-4,-16,-9,0

# Compound activity from PubChem.
